KinaseGlo FLuc – Kinase-Glo luciferase inhibition (counter-screen). 200,000 tested, 0.28% active. Q27757. Potency, µM (highest dose often 38.3 µM), without a hit: at the top dose activity change, negative = inhibition, actives largely listed as inhibitors. Kinase-Glo luciferase, ATP luminescence, 8 min; further: on the % scale 0 is the no-effect control and ±100 the full control effect; nearly all actives have a fitted effect of over 60% in size
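Substrate mix (final 50 mM imidazole pH 7.2, 50 mM KCl, 7 mM MgCl2, 10 uM ATP, 0.01% Tween 20, 0.05% BSA) plus pin-tool compound, then Kinase-Glo detection mix; 8 min ambient, luminescence read.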
Tau ThT inhib – tau fibrillization inhibition (ThT binding) | P10636 | recombinant tau K18 P301L (four-repeat tau fragment), heparin-induced fibrillization, ThT fluorescence | Potency, µM (series often up to 57.4 µM), without a hit: at the top dose activity, negative = inhibition, actives largely listed as inhibitors | 270,000 tested, 2.1% active | AID 1460; further: on the % scale 0 is the no-effect control and ±100 the full control effect; nearly all actives have a fitted effect of over 55% in size
Target sequence (P10636 561-689 P618L limits assumed): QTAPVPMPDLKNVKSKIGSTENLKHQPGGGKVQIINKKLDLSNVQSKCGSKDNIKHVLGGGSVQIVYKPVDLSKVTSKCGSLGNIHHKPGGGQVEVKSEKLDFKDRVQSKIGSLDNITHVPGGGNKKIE
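K18 P301L tau (15 uM + 0.24 uM Alexa 594-tagged), heparin 20 uM, NaOAc pH 7, 6 h 37 C; ThT 30 uM, 1 h RT, ex 450/em 510 nm.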
RECQ1 inh – blocks DNA unwinding by human RECQ1; RECQ1 DNA unwinding, red fluorescence kinetic read; Potency, µM (highest dose often 57.3 µM), inactives show at the highest dose activity, negative = inhibition, most hits filed as inhibitors; 240,000 tested, 0.54% active;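 further: plate controls were vehicle for no effect and no enzyme for full effect; nearly all actives have a fitted effect of over 30% in size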
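RECQ1T1 50 nM; forked duplex (20 bp + 30-nt ss tails) 200 nM, ATP 2 mM final; pH 8.0, 2 mM MgCl2, 2.5 ug/ml poly(dI-dC); 15 min compound preincubation; discontinuous kinetic read over 2 h at RT.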
LMNA splice mod – LMNA splicing modulation. HeLa LMNA splicing GFP/RFP minigene ratio, 48 h. Potency, µM (highest dose often 46.1 µM), inactives show at the highest dose ratio change, negative = inhibition, most hits filed as inhibitors. 200,000 tested, 0.01% active. AID 1487; active means well fitted inhibition curve with a large enough effect in the signal ratio, with a control signal flat, not every such curve was filed as active; inconclusive means small, poorly fitted or top-dose-only effect, or effect the other way, or a change in a side signal; the % refers to the signal ratio; further: on the % scale 0 is the no-effect control and ±100 the full control effect
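S3 HeLa stable clones carrying a lamin A-EGFP splicing minigene plus DsRed2 were seeded at 600 cells/well in Opti-MEM with 2% FBS, pin-dosed and incubated 48 h at 37°C. Acumen cytometry (488 nm) gave the GFP/RFP total-intensity ratio.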
ALDH1A1 block – blocks purified human ALDH1A1 activity; P00352; Purified ALDH1A1, NADH fluorescence, propionaldehyde substrate; Potency, µM (doses to about 75.3 µM), without a hit: at the highest dose activity, negative = inhibition, usual class: inhibitors; 220,000 tested, 7.3% active; AID 1030; active means well fitted inhibition curve with a large enough effect, not every such curve was filed as active; inconclusive means small, poorly fitted or top-dose-only effect, or another doubt; inactive means no such curve, though single readings can be large or run the other way;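 further: plate controls were no enzyme wells and a reference inhibitor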
Target sequence (P00352 whole entry, looked up): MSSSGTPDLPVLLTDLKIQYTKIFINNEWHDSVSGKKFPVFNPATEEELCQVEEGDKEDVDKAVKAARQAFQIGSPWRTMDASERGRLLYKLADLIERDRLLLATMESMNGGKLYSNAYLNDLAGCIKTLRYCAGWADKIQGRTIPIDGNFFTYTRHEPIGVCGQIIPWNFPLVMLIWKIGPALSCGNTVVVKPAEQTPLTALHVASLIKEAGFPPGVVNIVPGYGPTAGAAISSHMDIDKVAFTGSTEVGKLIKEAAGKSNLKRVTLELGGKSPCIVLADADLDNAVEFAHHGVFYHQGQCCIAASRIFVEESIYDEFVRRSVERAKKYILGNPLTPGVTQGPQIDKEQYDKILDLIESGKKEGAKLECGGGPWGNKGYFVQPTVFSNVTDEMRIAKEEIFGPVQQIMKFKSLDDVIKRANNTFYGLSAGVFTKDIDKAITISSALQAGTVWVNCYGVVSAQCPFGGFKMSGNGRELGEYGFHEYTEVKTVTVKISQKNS
SMN2 splice up – enhancers of SMN2 splice variant expression; HEK293 SMN2-luciferase splicing reporter, luminescence, 30-36 h; Potency, µM (top dose mostly 46.1 µM), for the others: at the highest dose activity change, positive = activation, most hits filed as activators; 210,000 tested, 2.8% active; AID 1458; further: % of control where 0% means no effect; nearly all actives have a fitted effect of over 55% in size
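qHTS luciferase splicing reporter: luminescence rises when SMN2 exon 7 is included in transfected HEK293 cells. Compound exposure lasted 30-36 h at 37C, with 4.5 mM final sodium butyrate as control, followed by a ONE-Glo read.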
JMJD2E inh – inhibitors of human JMJD2E histone demethylase; B2RXH2; JMJD2E catalytic domain, FDH-coupled NADH fluorescence (FDH is formaldehyde dehydrogenase); AID 2147; Potency, µM (top dose mostly 57.1 µM), inactives show at the top dose activity change, negative = inhibition, most hits filed as inhibitors; 230,000 tested, 1.6% active; active means well fitted inhibition curve with a large enough effect, not every such curve was filed as active; inconclusive means small, poorly fitted or top-dose-only effect, or another doubt; inactive means no such curve, though single readings can be large or run the other way;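 further: 0% = wells with enzyme and -100% = buffer wells without enzyme; nearly all actives have a fitted effect of over 50% in size; many of its hits are not listed in these tables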
Target sequence (B2RXH2 1-337 limits assumed): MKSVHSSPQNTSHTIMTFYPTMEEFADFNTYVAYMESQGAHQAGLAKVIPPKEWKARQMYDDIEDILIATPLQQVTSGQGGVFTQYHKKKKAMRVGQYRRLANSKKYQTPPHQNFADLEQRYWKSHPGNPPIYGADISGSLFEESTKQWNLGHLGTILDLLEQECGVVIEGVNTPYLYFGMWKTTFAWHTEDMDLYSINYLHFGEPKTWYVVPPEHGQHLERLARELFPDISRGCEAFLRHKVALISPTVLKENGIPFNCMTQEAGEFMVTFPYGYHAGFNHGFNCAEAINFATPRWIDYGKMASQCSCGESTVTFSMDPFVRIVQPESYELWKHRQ
L3MBTL1 inh – blocks human L3MBTL1. AlphaScreen L3MBTL1–H3K9me1 peptide binding. Potency, µM (top dose mostly 57.1 µM), for the others: at the highest dose activity, negative = inhibition, usual class: inhibitors. 230,000 tested, 0.66% active. AID 485360; further: on the % scale 0 is the no-effect control and ±100 the full control effect; nearly all actives have a fitted effect of over 60% in size
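Displacement of a biotinylated histone H3(1-15) peptide monomethylated at Lys9 (75 nM) from L3MBTL1 (50 nM) was measured by AlphaScreen after a 30 min room-temperature compound incubation; cefsulodin titration served as intraplate control.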
* = called active by the depositor; i = inactive; ? = inconclusive; . = no result given; [ ] = another dose, or the depositor's remark. Unless noted, the call rests on the fitted dose curve; in most records, active means well fitted curve in the direction sought with a large enough effect; inconclusive means small, poorly fitted or top-dose-only effect, or another doubt; inactive means no such curve, though single readings can be large; an effect the other way counts as inactive or inconclusive. Potency means the concentration at half of the fitted maximal effect. This is a subset (hit frequency here may not be typical).

SMILES	KinaseGlo FLuc	Tau ThT inhib	RECQ1 inh	LMNA splice mod	ALDH1A1 block	SMN2 splice up	JMJD2E inh	L3MBTL1 inh
CCN(CC)S(=O)(=O)c1ccc(NC(=O)c2ccc(Sc3nncn3C)c([N+](=O)[O-])c2)cc1	3.6%	?	-6.4%	-8.3%	?	-10.6%	2.1%	6.6%
O=C(COC(=O)/C=C/c1ccc2c(c1)OCO2)Nc1ccccc1	-7.1%	-12.2%	-10.8%	?	-9.5%	-0.1%	?	-21.4%
CCc1ccccc1NC(=O)CN(C)C(=O)Cn1cc(C(F)(F)F)cc(Cl)c1=O	-0.5%	3.0%	i	.	-0.7%	20.7%	-0.4%	2.3%
CCC(=O)Nc1cccc(C(=O)/C=C/c2ccccc2)c1	-13.5%	?	-9.1%	?	?	-87.6%[inhibitor]	0.6%	-4.3%
S=C(NCc1ccccc1)NCc1ccccc1	0.2%	-2.0%	-6.0%	-1.1%	?	3.1%	3.4%	.
COc1cc([N+](=O)[O-])ccc1NC(=S)NCc1ccccn1	-0.1%	-14.3%	-3.4%	1.9%	17.8µM*	-11.3%	2.6%	-3.8%
Cc1ccc(O)c(C(=O)c2cnc3c(c2)c(C)nn3-c2ccccc2)c1	6.3%	-8.4%	i	?	-2.6%	4.9%	-1.8%	?
CCN1CCc2c(OCc3ccccc3)cccc2C1=O	-0.7%	-7.9%	-17.8%	-17.3%[9.22 µM]	-0.1%	-23.0%	-10.3%	.
O=S1(=O)C=CC(c2ccccc2)C1 (stereo unspecified)	.	-0.9%	i	.	.	.	5.0%	-4.4%
CCCOc1ccc(NC(=O)CC2C(=O)N(C)C(=S)N2Cc2ccc3c(c2)OCO3)cc1 (stereo unspecified)	-1.3%	?	-17.1%	?	4.0%	-24.1%	-1.3%	-4.4%
O=C(O)c1cn(C2CCCCC2)c2ccccc2c1=O	.	-13.2%	-1.9%	.	.	.	36.4%[activator]	-2.1%
Cc1ccc(C2N3CC4([N+](=O)[O-])CN2CC([N+](=O)[O-])(C3)C4(C)C)cc1 (stereo unspecified)	0.7%	-6.7%	-5.4%	-4.0%	8.3%	-2.6%	13.5%	-4.0%
O=c1cc(O)c(-c2ccccc2)c(Cl)[nH]1	-3.4%	-10.1%	-2.3%	2.2%	5.3%	-15.7%	-1.8%	.
COC(=O)CSc1nc(-c2ccccc2)cc(-c2ccco2)c1C#N	-2.8%	?	-4.1%	?	?	-11.9%	0.2%	?
COc1ccc(NC(=O)N2CCCC3(CCN(C(=O)c4ccco4)CC3)C2)cc1	-3.7%	.	-8.4%	.	-12.5%	13.9%	.	.
CCOC(=O)N1CCC(Nc2c(NCCCN(CC)c3cccc(C)c3)c(=O)c2=O)CC1	0.1%	-0.6%	-11.0%	2.9%	2.7%	-2.0%	-0.1%	.
O=C(O)CCCCCCNC(=O)c1cncc(O)c1	0.1%	-8.5%	-4.9%	12.3%[46 µM]	?	.	?	2.4%
CCCCOc1cccc(/C=N/NC(=O)c2csc(C)c2C)c1	1.0%	-14.2%	-2.5%	-6.1%	5.8%	-14.0%	-2.9%	3.5%
CCc1nc(-c2ccc(-c3ccc(OC)cc3)nc2OC)no1	2.2%	?	-0.1%	?	?	?	5.3%	21.9%[11.4 µM]
CCC(C)NC(=O)c1cc(C)no1 (stereo unspecified)	17.1%	-5.3%	-4.0%	-1.1%	-5.6%	3.2%	-0.6%	.
COc1ccc(C(C)=O)cc1COc1ccc(Cl)cc1Cl	.	-9.4%	-2.4%	.	6.4%	.	-0.9%	5.4%
Cc1ccccc1-c1nnc(-c2ccc(Cl)cc2)o1	-27.6%	-9.5%	0.5%	4.9%	-6.5%	.	-4.3%	.
CCN(CC)C(=O)C(=O)c1ccn(-c2c(C)csc2C(=O)OC)c1	-1.6%	-9.1%	3.0%	9.5%[46 µM]	8.3%	-0.3%	4.9%	0.2%
CC(C)CC(NC(N)=O)C(=O)OCC(=O)Nc1ccc(SC(F)F)cc1 (stereo unspecified)	0.0%	-5.9%	-19.0%	15.5%[46 µM]	1.4%	-0.2%	4.5%	.
O=C(NCc1ccccc1)c1csc2c1CCCCC2	?	-15.3%	-1.7%	10.9%	17.8µM*	-14.9%	-8.1%	.
OCC1CCCN(c2ncnc3scc(-c4ccccc4)c23)C1 (stereo unspecified)	-3.2%	-6.5%	-18.7%	.	2.4%	-22.4%	1.7%	.
CCOC(=O)N1CCN(C(=O)c2ccc(N3C(=O)c4ccccc4C3=O)cc2)CC1	2.0%	-1.0%	-7.4%	3.2%	8.8%	3.4%	5.3%	.
CC(OC(=O)c1ccc(Cl)nc1)C(=O)NC(C)(C)C (stereo unspecified)	-1.7%	-3.9%	i	17.5%[46 µM]	6.3%	2.2%	-0.1%	22.9%
Cc1cc(C)c([N+](=O)[O-])cc1-c1ccc(/C=N/NC(=O)c2nonc2N)o1	-4.1%	5.01µM*	-0.6%	-3.4%	4.5%	-13.9%	8.2%	.
Cc1nc2nc(-c3cccnc3)[nH]n2c(=O)c1Cc1ccccc1	-1.0%	-1.6%	i	-5.7%	5.8%	14.5%	4.1%	.
C=CCSc1nnc(Cn2c(=O)sc3ccccc32)n1C	2.5%	-2.8%	1.2%	-0.8%	-4.1%	10.5%	-1.9%	-8.5%
O=C(CCC1CCCN(C(=O)CCC(F)(F)F)C1)NCc1ccc(F)c(F)c1 (stereo unspecified)	1.7%	-6.7%	i	4.2%[46 µM]	-5.0%	.	-11.0%	-9.1%
CC(C)[C@@H](CC(=O)N[C@@H]1CCCC[C@H]1C(=O)N[C@H](CC(=O)N[C@@H](CCC(=O)O)CC(=O)O)Cc1c[nH]c2ccccc12)NC(=O)C[C@H](CO)NC(=O)[C@@H]1CNCC[C@H]1N	0.2%	-18.7%	11.1%	.	?	10.1%	-19.0%	.
COc1ccc2c(c1OC)C(=O)OC2Nc1ccccc1S(=O)(=O)C(F)F (stereo unspecified)	1.0%	3.6%	i	8.6%	6.1%	-13.0%	?	5.6%
COc1ccccc1C(=O)N/C(=C\c1ccccc1)C(=O)NC(C)C(=O)O (stereo unspecified)	-0.5%	6.0%	-13.1%	.	7.8%	.	0.1%	5.6%
CN(C)C(CNC(=O)NC1CCCCC1)c1cccnc1 (stereo unspecified)	2.0%	-5.8%	-2.1%	7.6%	16.2%	-4.8%	3.7%	-0.1%
CCOC(=O)C1(Cc2cccc(Cl)c2)CCCN(CCO)C1 (stereo unspecified)	-1.3%	7.9%	1.6%	.	2.0%	.	0.1%	-8.3%
Cc1cccc(NC(=O)C2(c3ccccc3)CCOCC2)c1	.	0.6%	i	.	6.2%	.	-6.2%	12.7%
O=C(NCCCn1ccnc1)c1cc(C(=O)C2CCCCC2)c[nH]1	1.6%	0.1%	4.7%	3.7%[46 µM]	-5.8%	-8.9%	4.8%	-14.6%
O=c1[nH]c(SCc2ccccc2F)nc2ccccc12	-0.7%	-7.5%	-2.4%	18.9%[46 µM]	?	.	?	3.7%
CCCCNC(=O)CNC(=S)N(Cc1ccccc1F)C1CCCCC1	-1.2%	-7.5%	i	2.0%[46 µM]	22.4µM*	-4.8%	-0.4%	-6.9%
Cc1noc(C)c1S(=O)(=O)NCCCN1CCN(Cc2ccccc2)CC1	16.5%	-6.7%	-4.3%	-6.7%	?	-11.7%	2.9%	.
COC(c1ccccc1)c1nnc(CCC(=O)N2CCN(CCOc3ccccc3)CC2)o1 (stereo unspecified)	1.7%	-0.6%	i	?	6.6%	-24.1%	16.8%	4.8%
COCCn1c(C23CC4CC(CC(C4)C2)C3)n[nH]c1=S	-4.0%	-10.2%	6.8%	-1.4%	-101.2%	-57.7%[inhibitor]	3.1%	-1.4%[11.4 µM]
CC1CN(c2ccc([N+](=O)[O-])cc2C#N)CC(C)O1 (stereo unspecified)	-0.9%	-2.4%	-5.3%	.	14.1µM*	4.9%	-18.0%	.
CC(=O)CSc1ncnc2c1cnn2-c1ccccc1	-0.3%	?	16.5%	-9.6%[46 µM]	5.1%	11.2µM*	?	5.6%
NS(=O)(=O)c1ccc(CCNCc2cc(Br)ccc2OCc2ccccc2F)cc1	.	-18.0%	i	.	-2.6%	.	8.0%	.
CCCCNC(=S)NNC(=O)c1c(C)nc2ccccn12	-1.9%	-3.1%	-2.1%	-6.6%[46 µM]	?	-9.6%	?	5.4%
CS(=O)(=O)Nc1ccc(C(=O)N2CCN(c3ccccc3F)CC2)cc1	-0.9%	-3.4%	-0.7%	-7.6%	9.8%	-8.9%	1.8%	.
CC(C)(C)NC(=O)CN(C(=O)CS(=O)CC(=O)Nc1ccc(F)cc1)c1ccc(Cl)cc1 (stereo unspecified)	-3.9%	2.8%	-11.8%	2.5%	-4.4%	-6.2%	-2.5%	-1.1%
CSc1nc(-c2ccc(F)cc2)cc(=O)[nH]1	-3.1%	-2.6%	4.8%	-9.5%	4.2%	17.5%	1.6%	8.9%
Cc1ccc(N=C2NC(=O)/C(=C/c3cccn3C)S2)cc1C	.	?	i	.	7.2%	.	16.0%	-7.8%
Cc1ccnc(NC(=O)CCC(=O)N(CC(=O)NCCc2ccccc2)Cc2ccco2)c1	6.0%	11.1%	-9.9%	6.4%	7.94µM*	5.8%	0.4%	-9.7%
CC(=O)Nc1cccc(/C(C)=N/Nc2nc3ccccc3s2)c1	-0.7%	?	-1.1%	-16.1%[46 µM]	1.1%	11.2µM*	8.3%	-9.7%
CCOC(=O)Nc1ccc2c(c1)N(C(=O)N1CCN(C)CC1)c1ccccc1CC2	-16.1%	7.4%	14.9%	.	6.6%	.	-5.1%	-8.0%

Screening data (PubChem BioAssay)
